Source: PubChem
ANO1 block = blocks the mouse calcium-activated chloride channel TMEM16A. Q8BHY3. HEK293 TMEM16A/YFP iodide influx fluorescence, ionomycin. normalized B-score (activity score, 25-100; higher = stronger inhibition) at 10 µM. 310,000 compounds, 1.2% hits;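 active means ratio plate-corrected score three or more library SD toward inhibition, starting fluorescence score within five deviations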;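 further: score derived from kinetic fluorescence span divided by baseline fluorescence per well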
hERG rescue = shields human hERG channel from block by proarrhythmic agents. CHO-hERG, FluxOR thallium flux, dofetilide IC70 present. activation (rescue from dofetilide block), less the hit threshold, % at 10 µM. 310,000 compounds, 0.51% hits. AID 1511;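 active means activation above the mean of controls blocked by dofetilide plus 5 SD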;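 further: thallium influx through hERG after potassium depolarization seen as dye fluorescence rise; in these data hits start at about 4.7%; inactives centre near -7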
RGS4 block = inhibitors of human RGS4 | HEK293 M3R/RGS4 inducible, Fluo-4 calcium flux; active compounds read high; triggered by carbachol at its EC20 | B-score at 10 µM | AID 463165 | 310,000 compounds, 0.45% hits;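 active means B-score, a plate-corrected calcium signal, over three deviations above library mean, with baseline fluorescence within five deviations of library mean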;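 further: RGS4 expression induced by doxycycline in cells with stable M3 receptor; B-score is computed from the integrated fluorescence ratio over baseline after carbachol; higher B-score means a larger calcium signal and so more RGS4 inhibition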
MrgX1 ag = agonists of human MrgX1 receptor; MrgX1-HEK293 cells, Fluo-4 calcium fluorescence, agonist mode; active compounds read high; B-score at 10 µM; 310,000 compounds, 0.44% hits;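 active means calcium response B-score plate-corrected fluorescence ratio at least 3 library SD, with starting fluorescence B-score inside 5 SD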
Target sequence (Q96LB2 whole entry, looked up): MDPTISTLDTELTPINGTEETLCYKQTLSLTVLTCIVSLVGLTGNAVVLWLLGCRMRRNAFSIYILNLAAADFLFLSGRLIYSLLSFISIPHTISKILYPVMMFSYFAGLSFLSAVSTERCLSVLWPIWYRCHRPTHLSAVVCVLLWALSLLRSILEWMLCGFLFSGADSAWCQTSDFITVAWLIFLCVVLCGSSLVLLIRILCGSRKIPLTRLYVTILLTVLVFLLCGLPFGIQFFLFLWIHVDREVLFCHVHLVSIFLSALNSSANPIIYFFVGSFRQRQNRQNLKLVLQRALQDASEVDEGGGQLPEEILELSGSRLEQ
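System – MrgX1-expressing HEK293 cells · Incubation – cells plated overnight, dye loaded 0.5 h 37 °C, 0.5 h room temperature · Technique – kinetic Fluo-4 NW fluorescence of intracellular calcium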
KCNK3 block = human KCNK3 channel inhibition, primary screen; CHO-KCNK3 thallium flux, FluxOR fluorescence; active compounds read low; B-score at 10 µM; 340,000 compounds, 0.84% hits;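 active means B-score under library mean minus 4 SD, starting fluorescence ratio at most library mean plus 5 SD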;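 further: more negative B-score means stronger inhibition of thallium flux through KCNK3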
Target sequence (O14649 whole entry, looked up): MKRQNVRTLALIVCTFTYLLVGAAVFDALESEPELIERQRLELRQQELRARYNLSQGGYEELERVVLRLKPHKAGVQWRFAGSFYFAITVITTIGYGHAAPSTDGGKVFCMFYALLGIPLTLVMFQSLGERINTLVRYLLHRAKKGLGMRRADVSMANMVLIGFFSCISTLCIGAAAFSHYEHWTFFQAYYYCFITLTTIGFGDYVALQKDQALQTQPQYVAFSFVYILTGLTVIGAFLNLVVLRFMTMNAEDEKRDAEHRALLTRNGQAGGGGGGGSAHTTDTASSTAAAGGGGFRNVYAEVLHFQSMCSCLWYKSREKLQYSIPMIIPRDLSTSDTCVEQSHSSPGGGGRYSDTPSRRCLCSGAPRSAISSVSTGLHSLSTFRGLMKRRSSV
KCNK9 block = inhibitors of human KCNK9 two-pore domain potassium channel; AID 488922; HEK293 KCNK9, FluxOR thallium flux fluorescence; active compounds read low; B-score at 10 µM; 310,000 compounds, 1.2% hits;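 active means ratio B-score over 3 SD below the library mean, with starting fluorescence within 5 SD of its mean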;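 further: negative B-score means less thallium flux so channel inhibition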
Target sequence (Q9NPC2 whole entry, looked up, the tested form may be a part): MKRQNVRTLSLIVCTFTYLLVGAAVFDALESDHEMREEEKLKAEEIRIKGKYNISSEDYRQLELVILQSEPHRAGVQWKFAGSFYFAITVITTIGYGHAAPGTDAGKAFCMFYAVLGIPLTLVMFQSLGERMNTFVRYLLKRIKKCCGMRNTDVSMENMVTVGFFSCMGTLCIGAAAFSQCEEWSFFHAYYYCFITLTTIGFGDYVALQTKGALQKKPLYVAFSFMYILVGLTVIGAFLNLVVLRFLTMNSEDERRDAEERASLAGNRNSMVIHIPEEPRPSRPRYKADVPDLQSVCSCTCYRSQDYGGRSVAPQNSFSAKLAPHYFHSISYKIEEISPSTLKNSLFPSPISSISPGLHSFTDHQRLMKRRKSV
RGS4 pot = potentiators or activators of RGS4. HEK293 M3R/inducible RGS4, carbachol calcium flux Fluo4; active compounds read low. B-score at 10 µM. 310,000 compounds, 0.92% hits. AID 463111;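 active means B-score of the integrated calcium signal more than 4 SD below the library mean, with starting fluorescence not abnormally high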;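 further: negative B-score means reduced calcium response which marks RGS4 activation or potentiation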
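Material: M3R-expressing HEK293 line, RGS4 induced by doxycycline | Schedule: Overnight RGS4 induction, 30 min dye load 37 °C, 20 min compound RT | Measured by: Fluo4 fluorescence kinetic imaging of calcium | Read-out: Integrated calcium ratio converted to B score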
TMEM16A act = activators or potentiators of mouse TMEM16A chloride channel; 340,000 compounds, 0.3% hits; Q8BHY3; B-score at 10 µM; HEK293 TMEM16A/YFP-H148Q/I152L, iodide quench fluorescence; active compounds read low;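 active means fluorescence-ratio B-score plate-corrected deviation score at least 3 library SD below zero, with starting fluorescence score within 5 deviations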;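 further: channel opened by trigger with iodide after compound preincubation; score built on the fluorescence ratio of max minus min over baseline; more negative score means more quench and so TMEM16A activation or potentiation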
KCNQ1 act = potentiators or activators of human KCNQ1 potassium channel; AID 2648; CHO-K1 KCNQ1, thallium flux FluxOR fluorescence; active compounds read high; P51787; B-score at 10 µM; 310,000 compounds, 0.35% hits;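 active means fluorescence ratio B-score, a plate-corrected score, at least three library SD, with initial intensity B-score within 5 SD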
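Doses: Single concentration per compound, DMSO matched to controls | Test system: KCNQ1-transfected CHO-K1 cells | Timing: 90 min dye loading and 20 min compound exposure, both at room temperature | Measured by: Kinetic FluxOR thallium fluorescence, 10-s 1-Hz baseline, 110-s post-stimulus read | Medium: Assay buffer with matched DMSO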
MrgX1 PAM = human MrgX1 positive allosteric modulation, primary screen | B-score at 10 µM | MrgX1-HEK293, Fluo-4 calcium flux, FDSS; active compounds read high | 310,000 compounds, 0.63% hits | AID 588675 | Q96LB2;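 active means plate-corrected calcium response at least 3 library SD above typical, normal starting fluorescence, not activating the receptor alone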;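 further: compound read alongside a low EC10 to EC30 dose of BAM8-22 agonist; peak minus trough fluorescence over baseline measured at the second addition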
KCNQ1 inh = inhibitors of human KCNQ1 potassium channel. CHO-K1 KCNQ1, FluxOR thallium flux fluorescence; active compounds read high. 310,000 compounds, 1.3% hits. B-score at 10 µM;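 active means compounds whose thallium flux B-score, printed positive for inhibition, exceeds three library SD while starting fluorescence stays within three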;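 further: channel opened by potassium depolarization with thallium stimulus after 20 min compound exposure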
* hit, by the source's call. Compounds as they come; 6.3% or so of the library scored in one or more.

Results for Cc1ccc(CCNC(=O)c2nc(CS(=O)(=O)c3ccc(Cl)cc3)no2)cc1 ?
ANO1 block: inactive; hERG rescue: -3; RGS4 block: inactive; MrgX1 ag: inactive; KCNK3 block: inactive; KCNK9 block: inactive; RGS4 pot: inactive; TMEM16A act: inactive; KCNQ1 act: inactive; MrgX1 PAM: inactive; KCNQ1 inh: inactive

How did CC1=C(C)C(=O)N(CCC(=O)O)C1=O do in these assays?
ANO1 block: inactive; hERG rescue: -6; RGS4 block: inactive; MrgX1 ag: inactive; KCNK3 block: inactive; KCNK9 block: inactive; RGS4 pot: inactive; TMEM16A act: inactive; KCNQ1 act: inactive; MrgX1 PAM: inactive; KCNQ1 inh: inactive

How did CCOC(=O)C1=C(C)N=C2SCCC(=O)N2[C@@H]1c1cccs1 do in these assays?
ANO1 block: inactive; hERG rescue: -5; RGS4 block: inactive; MrgX1 ag: inactive; KCNK3 block: inactive; KCNK9 block: inactive; RGS4 pot: inactive; TMEM16A act: inactive; KCNQ1 act: inactive; MrgX1 PAM: inactive; KCNQ1 inh: inactive

How did Cc1ccc2[nH]c3c(=O)n(CC(=O)N4CCN(C)CC4)ncc3c2c1 do in these assays?
ANO1 block: inactive; hERG rescue: -2; RGS4 block: inactive; MrgX1 ag: inactive; KCNK3 block: inactive; KCNK9 block: inactive; RGS4 pot: inactive; TMEM16A act: inactive; KCNQ1 act: inactive; MrgX1 PAM: inactive; KCNQ1 inh: inactive

How did COc1ccc(NC(=O)CN2CCC(NC(=O)c3ccco3)CC2)c([N+](=O)[O-])c1 do in these assays?
ANO1 block: inactive; hERG rescue: -4; RGS4 block: inactive; MrgX1 ag: inactive; KCNK3 block: inactive; KCNK9 block: inactive; RGS4 pot: inactive; TMEM16A act: inactive; KCNQ1 act: inactive; MrgX1 PAM: inactive; KCNQ1 inh: inactive

How did CC(C)c1nc(NCCO)c(C#N)c2c1CCCC2 do in these assays?
ANO1 block: inactive; hERG rescue: -10; RGS4 block: inactive; MrgX1 ag: inactive; KCNK3 block: inactive; KCNK9 block: inactive; RGS4 pot: inactive; TMEM16A act: inactive; KCNQ1 act: inactive; MrgX1 PAM: inactive; KCNQ1 inh: inactive

Results for Cc1ccc(OCCCCCCN2CCNCC2)cc1 ?
ANO1 block: inactive; hERG rescue: -11; RGS4 block: inactive; MrgX1 ag: inactive; KCNK3 block: inactive; KCNK9 block: inactive; RGS4 pot: inactive; TMEM16A act: inactive; KCNQ1 act: inactive; MrgX1 PAM: inactive; KCNQ1 inh: inactive

What do the screens show for `COc1ccc(/C=C/C(=O)ONC2=NCCCCC2)cc1OC`?
ANO1 block: inactive; hERG rescue: -15; RGS4 block: inactive; MrgX1 ag: inactive; KCNK3 block: inactive; KCNK9 block: inactive; RGS4 pot: inactive; TMEM16A act: inactive; KCNQ1 act: inactive; MrgX1 PAM: inactive; KCNQ1 inh: inactive

What do the screens show for `Cc1cc(-c2csc(N)n2)c(C)n1Cc1ccccc1`?
ANO1 block: inactive; hERG rescue: -20; RGS4 block: inactive; MrgX1 ag: inactive; KCNK3 block: inactive; KCNK9 block: inactive; RGS4 pot: inactive; TMEM16A act: inactive; KCNQ1 act: inactive; MrgX1 PAM: inactive; KCNQ1 inh: inactive

How did O=C(Nc1ccn(Cc2ccccc2F)n1)c1ccc(COc2ccccc2Cl)cc1 do in these assays?
ANO1 block: inactive; hERG rescue: -10; RGS4 block: inactive; MrgX1 ag: inactive; KCNK3 block: inactive; KCNK9 block: inactive; RGS4 pot: inactive; TMEM16A act: inactive; KCNQ1 act: inactive; MrgX1 PAM: inactive; KCNQ1 inh: inactive

Results for COc1ccc(OC)c(-n2c(C)ccc2-c2ccc(S(C)(=O)=O)cc2)c1 ?
ANO1 block: inactive; hERG rescue: -7; RGS4 block: inactive; MrgX1 ag: inactive; KCNK3 block: inactive; KCNK9 block: inactive; RGS4 pot: inactive; TMEM16A act: inactive; KCNQ1 act: inactive; MrgX1 PAM: inactive; KCNQ1 inh: inactive

Results for Cc1ccc(N/N=C(\Cc2nc3ccccc3[nH]2)c2ccccc2)cc1 ?
ANO1 block: inactive; MrgX1 ag: inactive; KCNK3 block: inactive; TMEM16A act: inactive; MrgX1 PAM: inactive

How did O=C(O)/C=C/C(=O)Nc1ccccc1C(=O)OCC(=O)c1ccc2c(c1)OCCO2 do in these assays?
ANO1 block: inactive; hERG rescue: -3; RGS4 block: inactive; MrgX1 ag: inactive; KCNK3 block: inactive; KCNK9 block: inactive; RGS4 pot: inactive; TMEM16A act: inactive; KCNQ1 act: inactive; MrgX1 PAM: inactive; KCNQ1 inh: inactive

What do the screens show for `CCCCSCc1nc2ccccn2c1Br`?
ANO1 block: inactive; hERG rescue: -1; RGS4 block: inactive; MrgX1 ag: inactive; KCNK3 block: inactive; KCNK9 block: inactive; RGS4 pot: inactive; TMEM16A act: inactive; KCNQ1 act: inactive; MrgX1 PAM: inactive; KCNQ1 inh: inactive

How did Cc1nn(Cc2ccccc2)c(C)c1NC(=O)CCCn1nc(C)c([N+](=O)[O-])c1C do in these assays?
ANO1 block: inactive; hERG rescue: -10; RGS4 block: inactive; MrgX1 ag: inactive; KCNK3 block: inactive; KCNK9 block: inactive; RGS4 pot: inactive; TMEM16A act: inactive; KCNQ1 act: inactive; MrgX1 PAM: inactive; KCNQ1 inh: inactive

What do the screens show for `O=C(Cn1nnc(-c2ccc(Cl)cc2)n1)NCCC1=CCCCC1`?
ANO1 block: inactive; hERG rescue: -10; RGS4 block: inactive; MrgX1 ag: inactive; KCNK3 block: inactive; KCNK9 block: inactive; RGS4 pot: inactive; TMEM16A act: inactive; KCNQ1 act: inactive; MrgX1 PAM: inactive; KCNQ1 inh: inactive

How did CC(C)NC(=O)NC(=O)COC(=O)c1cccc(OC(F)F)c1 do in these assays?
ANO1 block: inactive; hERG rescue: -8; RGS4 block: inactive; MrgX1 ag: inactive; KCNK3 block: inactive; KCNK9 block: inactive; RGS4 pot: inactive; TMEM16A act: inactive; KCNQ1 act: inactive; MrgX1 PAM: inactive; KCNQ1 inh: inactive

Results for OCCC1CN(Cc2nc(-c3ccccc3)cs2)CCN1C1CCCC1 (configuration not stated) ?
ANO1 block: inactive; hERG rescue: -11; RGS4 block: inactive; MrgX1 ag: inactive; KCNK3 block: inactive; KCNK9 block: inactive; RGS4 pot: -7.2*; TMEM16A act: inactive; KCNQ1 act: inactive; MrgX1 PAM: inactive; KCNQ1 inh: inactive

Results for Cn1c(=O)c2c(nc(CN3CCOCC3)n2CC(O)CO)n(C)c1=O (configuration not stated) ?
ANO1 block: inactive; hERG rescue: -13; RGS4 block: inactive; MrgX1 ag: inactive; KCNK3 block: inactive; KCNK9 block: inactive; RGS4 pot: inactive; TMEM16A act: inactive; KCNQ1 act: inactive; MrgX1 PAM: inactive; KCNQ1 inh: inactive

How did COCCN(C(=O)CCc1ccccc1OC)c1nnc(-c2cccnc2)s1 do in these assays?
ANO1 block: inactive; hERG rescue: -28; RGS4 block: inactive; MrgX1 ag: inactive; KCNK3 block: inactive; KCNK9 block: inactive; RGS4 pot: inactive; TMEM16A act: inactive; KCNQ1 act: inactive; MrgX1 PAM: inactive; KCNQ1 inh: inactive

Results for CC(C)(C)c1ccc(/C=C/C(=O)NC2=NCCS2)cc1 ?
ANO1 block: inactive; hERG rescue: -9; RGS4 block: inactive; MrgX1 ag: inactive; KCNK3 block: inactive; KCNK9 block: inactive; RGS4 pot: inactive; TMEM16A act: inactive; KCNQ1 act: inactive; MrgX1 PAM: inactive; KCNQ1 inh: inactive

Results for COc1ccc(NC(=O)c2nc[nH]c2C(=O)N2CCN(c3ccccc3)CC2)cc1 ?
ANO1 block: inactive; hERG rescue: 5.7*; RGS4 block: inactive; MrgX1 ag: inactive; KCNK3 block: inactive; KCNK9 block: inactive; RGS4 pot: inactive; TMEM16A act: inactive; KCNQ1 act: inactive; MrgX1 PAM: inactive; KCNQ1 inh: inactive

How did O=C(c1ccc(Cl)cc1[N+](=O)[O-])N1CCN(c2ccccn2)CC1 do in these assays?
ANO1 block: inactive; hERG rescue: -5; RGS4 block: inactive; MrgX1 ag: inactive; KCNK3 block: inactive; KCNK9 block: inactive; RGS4 pot: inactive; TMEM16A act: inactive; KCNQ1 act: inactive; MrgX1 PAM: inactive; KCNQ1 inh: inactive

Results for NNC(=O)c1ccc(COc2ccc3c(c2)CCC3)cc1 ?
ANO1 block: inactive; hERG rescue: -10; RGS4 block: inactive; MrgX1 ag: inactive; KCNK3 block: inactive; KCNK9 block: inactive; RGS4 pot: inactive; TMEM16A act: inactive; KCNQ1 act: inactive; MrgX1 PAM: inactive; KCNQ1 inh: inactive

What do the screens show for `CC(=O)[C@H]1[C@H]([C@H](O)[C@H](O)CO)O[C@](O)(C(=O)O)C[C@@H]1O`?
ANO1 block: inactive; MrgX1 ag: inactive; KCNK3 block: inactive; TMEM16A act: inactive; MrgX1 PAM: inactive

How did CCC(=O)c1cc2c(cc1NC(=O)c1ccc(C)cc1)OCCO2 do in these assays?
ANO1 block: inactive; hERG rescue: -6; RGS4 block: inactive; MrgX1 ag: inactive; KCNK3 block: inactive; KCNK9 block: inactive; RGS4 pot: inactive; TMEM16A act: inactive; KCNQ1 act: inactive; MrgX1 PAM: inactive; KCNQ1 inh: inactive

Results for Cc1nc2n(COCCO)cnn2c(=O)c1Br ?
ANO1 block: inactive; hERG rescue: -8; RGS4 block: inactive; MrgX1 ag: inactive; KCNK3 block: inactive; KCNK9 block: inactive; RGS4 pot: inactive; TMEM16A act: inactive; KCNQ1 act: inactive; MrgX1 PAM: inactive; KCNQ1 inh: inactive

Results for Cc1noc(NS(=O)(=O)c2ccc(NC(=O)CCC3CCCC3)cc2)c1C ?
ANO1 block: inactive; hERG rescue: -10; RGS4 block: inactive; MrgX1 ag: inactive; KCNK3 block: inactive; KCNK9 block: inactive; RGS4 pot: inactive; TMEM16A act: inactive; KCNQ1 act: inactive; MrgX1 PAM: inactive; KCNQ1 inh: inactive
